Mcl-1 Bim block: inhibitors of Bim-Mcl-1 interaction, human | Q07820 | Bead-based flow cytometry, Bim peptide-Mcl-1 binding | inhibition, % at 10 µM | hit rate 0.1% among 190,000;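 note: 0% = no compound tracer wells and 100% = peptide blocker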
Target sequence (Q07820 whole entry, looked up): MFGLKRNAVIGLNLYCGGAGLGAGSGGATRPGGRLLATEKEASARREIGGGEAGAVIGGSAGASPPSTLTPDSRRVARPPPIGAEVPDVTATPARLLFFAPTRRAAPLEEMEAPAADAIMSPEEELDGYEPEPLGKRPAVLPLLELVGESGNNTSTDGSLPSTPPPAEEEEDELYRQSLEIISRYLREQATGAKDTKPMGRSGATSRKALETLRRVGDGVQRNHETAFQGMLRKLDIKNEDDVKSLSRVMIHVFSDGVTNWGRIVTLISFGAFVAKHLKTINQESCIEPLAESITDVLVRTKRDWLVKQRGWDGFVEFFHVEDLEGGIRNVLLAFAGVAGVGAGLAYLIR
Bim-Bcl-B: inhibitors of Bim-Bcl-B interaction, human; Q9HD36; bead-based flow cytometry, Bim peptide-Bcl-B binding; inhibition, % at 10 µM; hit rate 0.073% among 190,000; AID 951;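 note: 0% = tracer peptide without compound and 100% = reference inhibitor peptide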
Target sequence (Q9HD36 whole entry, looked up): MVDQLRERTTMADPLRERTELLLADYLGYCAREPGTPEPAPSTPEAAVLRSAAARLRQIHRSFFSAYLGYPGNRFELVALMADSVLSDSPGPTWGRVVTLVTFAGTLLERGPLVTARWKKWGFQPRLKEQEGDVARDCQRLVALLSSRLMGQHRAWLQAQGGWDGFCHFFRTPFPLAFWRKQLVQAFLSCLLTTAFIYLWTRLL
Mcl1-Bid inh: Mcl-1/Bid interaction inhibition; Q07820; TR-FRET Mcl-1/Bid-Dy647 peptide binding, 1536-well; inhibition, % at 21.7 µM; hit rate 0.97% among 220,000; AID 1021;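 active = compounds that cut the binding signal by more than half at the single screening dose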;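 note: His-tagged Mcl-1 with europium anti-His antibody binding Bid BH3 peptide; 0% = Mcl-1 plus peptide wells and 100% = peptide-only wells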
RGS8-Gao reg: regulators of human RGS8-Galphao interaction; P09471; multiplexed bead flow cytometry, RGS8-Galphao binding; actives lie on both sides; response (percent of control binding), % at 10 µM; hit rate 0.34% among 220,000; in the data active = response below about 60% or above about 140%; inactive = in between;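 note: Galphao activated as the GDP aluminium fluoride complex binding bead-coupled RGS8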
Bim-Bcl-W: human Bim-Bcl-W interaction inhibition | inhibition, % at 10 µM | hit rate 0.02% among 190,000 | bead-based flow cytometry, Bim peptide-Bcl-W binding | Q92843;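 note: 0% = bound tracer without compound and 100% = peptide blocker; higher means less fluorescent Bim peptide bound to Bcl-W beads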
RGS4-Gao reg: modulates binding of RGS4 to human Galphao; Multiplexed bead flow cytometry; actives lie on both sides; hit rate 0.33% among 220,000; AID 1415; binding response (% of control), % at 10 µM; P09471; in the data active = binding response below about 49% or above about 150%; inactive = in between;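 note: fluorescent Galphao activated with aluminum fluoride binding bead-coupled RGS4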
Mcl1 Noxa PPI: Mcl-1/Noxa interaction inhibition; TR-FRET Mcl-1/Noxa peptide binding, 2 h; hit rate 1.5% among 220,000; inhibition, % at 21.7 µM; AID 1022;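 active = compounds that cut the protein-peptide binding signal by more than 50% relative to plate controls in a single-dose test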;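 note: His-tagged Mcl-1 with rhodamine Noxa BH3 peptide and terbium anti-His antibody; 0% = Mcl-1 plus Noxa peptide wells and 100% = peptide-only wells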
Bcl-2 Bim block: human Bim-Bcl-2 interaction inhibition | AID 950 | Bead-based flow cytometry, Bim peptide-Bcl-2 binding | hit rate 0.06% among 190,000 | inhibition, % at 10 µM | P10415; in the data active = inhibition above about 40%; inconclusive = no clear call, values can overlap the other calls;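 note: 0% = no compound wells with probe peptide and 100% = reference peptide inhibitor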
Target sequence (P10415 whole entry, looked up): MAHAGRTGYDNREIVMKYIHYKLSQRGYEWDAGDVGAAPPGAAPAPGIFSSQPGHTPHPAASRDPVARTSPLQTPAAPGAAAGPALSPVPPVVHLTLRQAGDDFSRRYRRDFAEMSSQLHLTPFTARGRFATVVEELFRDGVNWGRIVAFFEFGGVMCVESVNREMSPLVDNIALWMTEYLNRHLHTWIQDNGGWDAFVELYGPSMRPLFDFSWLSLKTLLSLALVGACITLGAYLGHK
Bcl-XL Bim block: disrupts Bim peptide binding to human Bcl-XL. bead flow cytometry, fluorescence. inhibition, % at 10 µM. hit rate 0.04% among 190,000. AID 1007
Bfl-1 Bim block: inhibitors of Bim-Bfl-1 interaction, human; inhibition, % at 10 µM; hit rate 0.12% among 190,000; Q16548; Bead-based flow cytometry, Bim-Bfl-1 binding inhibition; AID 1008;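 note: 0% = wells without compound plus tracer and 100% = blocker peptide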
RGS7-Gao: modulates binding of RGS7 to human Galphao. P09471. Multiplexed bead flow cytometry; actives lie on both sides. binding response (% of control), % at 10 µM. hit rate 0.35% among 220,000. AID 1439; in the data active = binding response below about 49% or above about 150%; inconclusive = no clear call, values can overlap the other calls; inactive = in between;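 note: fluorescent Galphao held in activated GDP-AlF4 state binding bead-coupled RGS7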
The depositor's hits bear a star; ? = inconclusive; . = not tested or not shown. Cut-off read from the data, not from the text of the source, unless noted: active = inhibition above about 40%. No enrichment for hits, and some 2.7% of all compounds hit somewhere here.

Mcl-1 Bim block	Bim-Bcl-B	Mcl1-Bid inh	RGS8-Gao reg	Bim-Bcl-W	RGS4-Gao reg	Mcl1 Noxa PPI	Bcl-2 Bim block	Bcl-XL Bim block	Bfl-1 Bim block	RGS7-Gao	mol
-29	-17	-12	101	-12	101	-10	-4	-13	-4	101	CCc1cccc(CC)c1NC(=O)COc1ccccc1C(=O)c1cc(C#N)c(=O)n(C2CCCCC2)c1
.	.	3	101	.	103	-12	.	.	.	?	FC(F)(F)c1cc(-c2cccs2)nc2cc(-c3cccs3)nn12
15	-10	-10	100	0	101	-7	-1	0	-8	102	C#CC[N+](C)(C)CCCCCCCC
-1	-8	-2	100	0	100	0	-7	-5	-12	102	CC(=O)c1ccc(NC(=O)C2CCN(S(=O)(=O)c3cccc4cccnc34)CC2)cc1
-3	-7	8	95	2	102	.	-8	-14	-4	101	CCOC(=O)/C(=C\c1ccc([N+](=O)[O-])cc1)C(=O)c1cc(C(C)=O)c(Nc2ccccc2)s1
-1	-4	-5	101	0	102	6	0	-6	-12	102	CCn1nnnc1SCC(=O)Nc1nnc(C(C)C)s1
0	-6	-13	105	1	101	23	-8	-3	-8	102	Cc1ccc(S(=O)(=O)NCc2ccc3c(c2)cc(C)n3C)cc1
0	-4	-7	101	4	100	-8	-1	0	-10	99	O=C(CCCNS(=O)(=O)c1cccs1)N1CCN(c2cccc(Cl)c2)CC1
-2	-7	5	102	0	100	-4	-9	-5	-18	99	Fc1ccc(-c2ccnc3nc(-n4cccc4)nn23)cc1
.	.	-13	103	.	103	1	.	.	.	?	CN(C)c1ncc([N+](=O)[O-])cc1C(F)(F)F
0	-7	-21	100	-1	105	5	-5	3	-9	100	CC(NC(=O)OCc1ccccc1)C(=O)N1CC(O)CC1C(=O)O (centres undefined)
-7	-2	-7	105	-4	102	42	-6	-6	-1	96	CCOc1ccc(C(=O)NC(=S)Nc2ccc(N3CCCCC3)cc2)cc1[N+](=O)[O-]
-1	0	40	101	-3	102	-25	-5	-4	-3	102	CCCC(=O)c1cc2ccccc2oc1=O
-6	-7	1	97	-4	94	21	-5	-6	-1	91	COc1ccc(/C=N/NC(=O)CNC(=O)C2COc3ccccc3O2)cc1OC (centres undefined)
-6	0	-19	105	-5	106	-1	-6	-4	1	107	C/C(=N/Nc1ccc(C)cc1)C1(C)N(O)C(C)(C)C(c2ccco2)=[N+]1[O-] (centres undefined)
1	0	-44	102	0	96	12	0	-1	1	99	CCc1nnc(NC(=O)CSc2nnc(-c3c[nH]c4ccccc34)n2CCOC)s1
3	-5	15	100	4	101	16	0	-2	-10	102	O=C(Nc1ccc(Oc2cccc3ccccc23)cc1)c1ccco1
2	-1	-72	99	0	102	19	-1	-4	-4	98	COc1ccc(OC)c2c(C)cc(NCCN3CCOCC3)nc12
0	1	-10	100	-4	82	1	1	-3	-1	93	CSc1nncc(/C(C)=N\Nc2cccc(C)c2)n1
-33	-36	-13	102	-29	96	7	-34	-25	-26	98	CC1CCc2c(sc3ncnc(SCC(=O)c4ccccc4)c23)C1 (centres undefined)
-2	-3	-4	105	0	99	13	-1	-2	-3	99	CCc1ccc(NC(=O)C(C)n2nc(C)c([N+](=O)[O-])c2C)cc1 (centres undefined)
4	4	-52	99	3	102	-7	3	0	0	100	COC(=O)c1cccc(NCN2C(=O)c3ccccc3C2=O)c1
-4	-9	-6	100	-7	94	11	-7	-6	-7	91	COc1cccc(NC(=O)COC(=O)c2ccccc2F)c1
2	0	-26	102	0	105	-9	-2	-3	-5	?	CCCN1CCN(c2ccc(S(N)(=O)=O)cc2[N+](=O)[O-])CC1
0	-4	-6	101	-2	104	14	-2	0	-5	107	CCN1CCN(C(=O)c2ccc(OC)c(S(=O)(=O)Nc3ccc(C)cc3)c2)CC1
-3	-4	-28	103	0	107	1	-3	-2	0	100	CC(NC(=O)/C=C/c1ccc(Br)cc1)c1ccccc1 (centres undefined)
17	2	-30	125	16	103	-17	2	6	2	99	COc1ccc(-c2[nH]ncc2CN(Cc2nccn2C)C(C)C)c(F)c1
0	1	-30	101	-1	100	3	0	0	-3	110	CC(NC(=S)Nc1cccc(C(F)(F)F)c1)C(C)(C)C (centres undefined)
0	0	-56	104	-1	104	-4	-5	-2	-5	109	CN(C)/C=C/C(=O)c1cccc([N+](=O)[O-])c1
-2	-8	-38	100	3	96	4	-9	-6	-10	96	CCOC(=O)c1c(CN2CCN(Cc3ccccc3)CC2)n(C)c2cc(Br)c(OC)cc12
-4	-3	-12	100	0	99	-4	-3	-2	-8	?	O=C(c1ccco1)N1CCN(S(=O)(=O)/C=C/c2ccccc2)CC1
-2	-6	-49	117	-1	98	20	-2	-1	0	101	Cc1cc(C)nc(Sc2ccc(/C=C(\C#N)C(=O)Nc3ccccc3)o2)n1
-4	-7	-30	104	0	105	12	-8	-2	-15	102	COC(=O)c1onc(-c2ccccc2)c1C(=O)OC
-1	-4	-48	99	-2	100	21	-4	-4	-2	96	Cc1ccc(N=Nc2c(N)nn3c(C)cc(C)nc23)cc1
-8	-3	-1	102	-4	103	18	-3	-7	-3	104	CN(CC(=O)NCCc1ccccc1)S(=O)(=O)c1cccc2nsnc12
0	0	-82	104	0	100	13	-1	-2	0	101	COc1cc(C(O)P(=O)(OC2CCCCC2)c2ccc(N(C)C)cc2)cc(OC)c1OC (centres undefined)
-1	-10	26	100	-2	104	6	-4	-6	-9	99	Cc1ccc(-n2c3nc(=O)[nH]c(=O)c-3cc3c(C)nn(-c4ccccc4)c32)c(C)c1
-4	-6	-24	101	-2	102	-10	-10	-2	-13	101	COc1ccccc1N1CCN(C(c2cccs2)C(C)NS(=O)(=O)c2ccccc2)CC1 (centres undefined)
0	-3	-10	99	0	93	-16	-1	-1	-2	98	C=C(C)Cn1c(C)cc(C)c(S(=O)(=O)c2ccc(C)cc2)c1=O
-1	-5	-30	104	3	107	6	-3	-5	-9	104	Cc1ccc(S(=O)(=O)N2CCOCC2)cc1C(=O)OCC(=O)N1c2ccccc2NC(=O)C1(C)C
4	0	-62	102	-1	101	1	0	-1	-6	103	Cc1ccc(CN2CCN(/N=C\c3cccc([N+](=O)[O-])c3)CC2)cc1
2	-2	-28	100	5	100	13	-2	1	-6	102	CCOC(=O)CN(C(=O)CSc1nnc(CNc2ccc(F)cc2)n1C)c1ccccc1
.	.	-7	103	.	103	7	.	.	.	?	Cc1ccc(C(=O)N2C(=O)c3cccc(N)c3C2=O)o1
.	.	-22	106	.	103	-9	.	.	.	?	O=c1[nH]c(CN2CCN(Cc3ccccc3)CC2)nc2scc(-c3ccccc3)c12
-1	-10	-30	100	0	104	30	-2	-3	-3	102	Cc1ccc(C2=NCN(c3ccc(C(=O)O)cc3)C(=S)N2)cc1
-5	-9	-10	101	-3	100	-4	-5	-6	-16	102	Cc1c(NC(=O)COC(=O)c2c3c(nc4ccccc24)CCCC3)c(=O)n(-c2ccccc2)n1C
-3	-8	-2	96	0	109	-8	-8	-6	-14	107	CON/C=C(\C=Nc1ccc(Cl)cc1)c1ncc(C(F)(F)F)cc1Cl
5	-5	-14	101	3	102	2	-1	0	-8	100	O=C1OC(N2CCN(C/C=C/c3ccccc3)CC2)c2ccccc21 (centres undefined)
-1	-6	-24	98	-4	100	-15	-9	-6	-8	100	Cc1ccc(C)c(NC(=O)CSc2nnc(Cc3cccn3C)n2-c2ccc(F)cc2)c1
-2	0	-14	100	0	98	13	-4	0	0	98	O=c1[nH]c2cc3c(cc2cc1CN(Cc1ccc2c(c1)OCO2)Cc1nnnn1CC1CCCO1)OCO3 (centres undefined)
-5	-8	40	99	-2	95	40	-3	-4	-3	98	COc1ccc(OC)c(CN2CCN(c3ccccc3OC)CC2)c1
0	2	6	108	5	99	42	5	1	2	107	Cc1ccc(C)c(C(=O)C(C)OC(=O)c2cccn2C)c1 (centres undefined)
15	16	9	97	15	100	29	15	18	14	99	O=C(Nc1nc(-c2ccccc2)cs1)c1cccc([N+](=O)[O-])c1C(=O)O
-4	-8	-37	99	-3	102	0	-13	-6	-12	101	CCC(=O)c1cc2c(C)cc(=O)oc2c(C)c1O
27	0	-26	95	5	100	22	0	4	1	100	CCOc1cc(N2CCOCC2)c(OCC)cc1NC(=O)CC12CC3CC(CC(C3)C1)C2
-1	-5	-12	104	-2	102	14	-3	-5	-12	104	Cc1ccc(/C=N/NC(=O)c2cccs2)o1
4	-4	9	99	3	99	9	27	10	4	95	N=c1c2c(n(Cc3cccc(Cl)c3)c3c1CCC3)CCCC2
0	3	-13	98	0	95	-6	3	0	5	100	O=C(O)CCCn1cc(NC(=O)c2c(F)cccc2F)cn1

Given with values under each structure: 2 of the compounds above.
Every second line gives: Mcl-1 Bim block | Bim-Bcl-B | Mcl1-Bid inh | RGS8-Gao reg | Bim-Bcl-W | RGS4-Gao reg | Mcl1 Noxa PPI | Bcl-2 Bim block | Bcl-XL Bim block | Bfl-1 Bim block | RGS7-Gao
Cc1ccc(C2=NCN(c3ccc(C(=O)O)cc3)C(=S)N2)cc1
    -1 | -10 | -30 | 100 | 0 | 104 | 30 | -2 | -3 | -3 | 102
CN(C)c1ncc([N+](=O)[O-])cc1C(F)(F)F
    . | . | -13 | 103 | . | 103 | 1 | . | . | . | ?
